pCIP destab: lowers stability of the mouse p/CIP coactivator protein; F442A p/CIP-EGFP cells, EGFP fluorescence, 16 h; decrease of EGFP signal, % at 10 µM; 290,000 compounds, 0.01% hits;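 active = EGFP signal decrease of at least 30% at 10 µM or well 3 SD below plate mean, unless failing retest; inactive = the rest, including hits failing retest or dose response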; note: some compounds called inactive have numbers as strong as hits; many of its hits are not listed in these tables
Target sequence (Q05BA5 1-1403): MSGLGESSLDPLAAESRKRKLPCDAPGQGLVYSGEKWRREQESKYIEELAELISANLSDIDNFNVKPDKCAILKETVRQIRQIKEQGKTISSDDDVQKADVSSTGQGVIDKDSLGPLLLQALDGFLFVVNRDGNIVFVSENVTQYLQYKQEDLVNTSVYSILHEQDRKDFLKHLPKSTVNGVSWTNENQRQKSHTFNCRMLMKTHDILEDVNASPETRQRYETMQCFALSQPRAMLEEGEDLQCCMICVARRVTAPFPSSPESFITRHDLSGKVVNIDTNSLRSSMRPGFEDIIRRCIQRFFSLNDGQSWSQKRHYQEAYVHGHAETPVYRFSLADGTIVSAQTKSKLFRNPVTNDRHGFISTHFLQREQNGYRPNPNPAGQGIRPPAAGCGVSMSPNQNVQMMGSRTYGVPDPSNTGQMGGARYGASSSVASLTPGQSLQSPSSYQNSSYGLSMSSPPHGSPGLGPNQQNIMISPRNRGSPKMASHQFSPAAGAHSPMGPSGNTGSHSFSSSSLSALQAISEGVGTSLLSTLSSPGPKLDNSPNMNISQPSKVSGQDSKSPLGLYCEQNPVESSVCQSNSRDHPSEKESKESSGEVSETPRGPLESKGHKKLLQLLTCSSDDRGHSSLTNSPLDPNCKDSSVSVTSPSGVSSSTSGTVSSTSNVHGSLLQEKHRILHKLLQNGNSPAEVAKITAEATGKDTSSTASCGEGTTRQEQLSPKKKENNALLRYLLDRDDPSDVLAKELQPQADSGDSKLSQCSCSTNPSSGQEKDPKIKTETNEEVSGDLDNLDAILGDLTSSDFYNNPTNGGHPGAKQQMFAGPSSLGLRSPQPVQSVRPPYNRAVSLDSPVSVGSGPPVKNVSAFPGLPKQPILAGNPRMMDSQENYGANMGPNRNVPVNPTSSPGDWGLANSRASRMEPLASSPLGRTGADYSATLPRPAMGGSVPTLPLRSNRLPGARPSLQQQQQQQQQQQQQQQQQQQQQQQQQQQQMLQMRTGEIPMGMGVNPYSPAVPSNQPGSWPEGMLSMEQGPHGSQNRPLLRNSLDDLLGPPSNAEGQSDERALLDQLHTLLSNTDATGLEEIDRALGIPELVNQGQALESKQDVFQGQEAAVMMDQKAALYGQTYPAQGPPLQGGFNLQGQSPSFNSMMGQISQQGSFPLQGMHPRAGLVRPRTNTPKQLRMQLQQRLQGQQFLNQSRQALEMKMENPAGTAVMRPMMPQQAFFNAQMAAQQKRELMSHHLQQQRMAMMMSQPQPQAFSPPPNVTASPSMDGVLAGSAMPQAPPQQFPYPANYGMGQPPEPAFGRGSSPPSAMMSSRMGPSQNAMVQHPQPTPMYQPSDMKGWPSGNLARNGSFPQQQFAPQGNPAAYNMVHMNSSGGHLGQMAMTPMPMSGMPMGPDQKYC
IMP-1 inhibitor: inhibitors of Pseudomonas aeruginosa IMP-1 metallo-beta-lactamase. AID 1556. 290,000 compounds, 0.45% hits. purified IMP-1, nitrocefin hydrolysis, epi-absorbance fluorescence. inhibition, % at 5.6 µM;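 active = inhibition above the mean plus 3 SD of all compounds in the same screening run, cut at about 4.5% in these data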;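 note: 0% = IMP-1 with DMSO and 100% = DMSO wells lacking enzyme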
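assay system = purified recombinant IMP-1 metallo-beta-lactamase enzyme | schedule = 15 min preincubation plus 25 min reaction at 25 °C | signal = Epi-absorbance fluorescence, 480 nm excitation, 530 nm emission | read-out basis = percent inhibition from optical density relative to buffer-blank wells | controls = IMP-1 with DMSO as 0%, enzyme-free DMSO as 100%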
IDE act: boosts human insulin-degrading enzyme activity in HEK cells; FAbeta-B cleavage, fluorescence polarization; 0% vehicle, 100% cell-free pure enzyme wells; activation, % at 5.96 µM; 340,000 compounds, 0.073% hits;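 active = activation above the mean of all tested compounds plus 3 SD, set per screening campaign, cut at about 17% in these data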
NS3 helicase inh: blocks Hepatitis C virus NS3 helicase unwinding; NS3 helicase DNA unwinding, Cy5 molecular beacon fluorescence; inhibition, % at 10.9 µM; 290,000 compounds, 0.56% hits; AID 1800;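 active = inhibition above the mean of all tested compounds plus 3 SD, set per campaign, cut at about 35% in these data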;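 note: 0% = DMSO wells and 100% = thioflavine S control wells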
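assay system = NS3 helicase fragment of HCV | buffer or medium = MOPS pH 6.5, MgCl2, DTT, Tween20, BSA | timing = 60 min unwinding reaction at 25 °C after ATP addition | signal = Cy5 beacon fluorescence read at start and 1 h | read-out basis = % inhibition of unwinding | control set = low DMSO, high thioflavine S at 110 µM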
VIM-2 inhibitor: blocks Pseudomonas aeruginosa VIM-2 metallo-beta-lactamase; purified VIM-2, nitrocefin hydrolysis, epi-absorbance fluorescence; inhibition, % at 5.6 µM; 290,000 compounds, 0.89% hits; AID 1527;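 active = inhibition above the mean of all tested compounds plus 3 SD, cutoff set per screening run, cut at about 7.5% in these data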;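 note: red hydrolysis product quenches plate fluorescence so inhibitors raise well fluorescence; 0% = enzyme with DMSO and 100% = DMSO without enzyme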
DNA FID counter: counter-screen for HCV NS3 helicase inhibitors: DNA intercalator displacement. 290,000 compounds, 0.17% hits. inhibition, % at 7.9 µM. DNA fluorescent intercalator displacement, fluorescence; in the data active = inhibition above about 37%;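 note: 0% = vehicle and 100% = reference compound; higher means more ethidium bromide displaced from hairpin DNA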
SUMO HTRF inh: blocks human SUMOylation mediated by UBC9. P63279. HTRF SUMOylation assay, SAE1/SAE2 + UBC9, in vitro. inhibition, % at 35 µM. 290,000 compounds, 0.36% hits. AID 2006; in the data active = inhibition above about 50%, passing the limit was not always enough; inconclusive = no clear call, values can overlap the other calls; note: strong numbers were not always called active
PfM18AAP inh: blocks P. falciparum M18 aspartyl aminopeptidase; inhibition, % at 7.35 µM; 290,000 compounds, 1.2% hits; recombinant PfM18AAP, H-Glu-NHMec fluorogenic cleavage;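 active = inhibition above the campaign mean inhibition over all tested compounds plus 3 SD, cut at about 28% in these data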;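 note: 0% = plate median of test compound wells and 100% = 2 mM ZnCl2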
IDE inh: inhibits human insulin-degrading enzyme in HEK cells; 320,000 compounds, 0.41% hits; inhibition, % at 5.59 µM; FAbetaB cleavage, fluorescence polarization; AID 434962;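 active = percent inhibition above the average of all tested compounds plus 3 SD, set per screening campaign, cut at about 16% in these data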;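 note: IDE supplied by intact live HEK cells; FP after avidin binding of uncleaved biotin substrate so inhibition keeps polarization high; 0% = DMSO wells and 100% = 60 µM reference IDE inhibitor Ii1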
An asterisk follows results filed as active; ? = inconclusive; . = not tested or not shown; & = joins results of further samples.

Start of the listing, in advance (2 entries):
SMILES	pCIP destab	IMP-1 inhibitor	IDE act	NS3 helicase inh	VIM-2 inhibitor	DNA FID counter	SUMO HTRF inh	PfM18AAP inh	IDE inh
CC(C)[C@H](NC(=O)[C@@H]1CSC2c3ccccc3C(=O)N21)C(=O)NCc1ccco1 (stereo not given in full)	0	-0.1	5	0	0.2	-25	-4	-10	-3
COc1ccc(C(=O)NCc2csc(C)n2)cc1OC1CCN(C(C)=O)CC1	-13	-0.7	2	4	1.0	-14	14	-14	-4

All compounds of this part, previewed entries included:
SMILES	pCIP destab	IMP-1 inhibitor	IDE act	NS3 helicase inh	VIM-2 inhibitor	DNA FID counter	SUMO HTRF inh	PfM18AAP inh	IDE inh
CC(C)[C@H](NC(=O)[C@@H]1CSC2c3ccccc3C(=O)N21)C(=O)NCc1ccco1 (stereo not given in full)	0	-0.1	5	0	0.2	-25	-4	-10	-3
COc1ccc(C(=O)NCc2csc(C)n2)cc1OC1CCN(C(C)=O)CC1	-13	-0.7	2	4	1.0	-14	14	-14	-4
CCn1c(COc2cccc3cccnc23)nnc1SC(F)F	-5	-2.9	7	6	-1.7	-18	16	0	-1
O=C(CCSc1ccc(Cl)cc1)NCc1ccncc1	-30	-3.4	-11	-1	-2.4	1	18	-1	10
Oc1ccccc1-c1cc(-c2ccccc2Cl)[nH]n1	-11	-4.0	8	-14	-6.6	-3	-14	15	2
c1coc(C2Nc3cccc4cccc(c34)N2)c1	-6	-0.9	.	13	-0.2	5	?	9	-4
O=C(NCCn1cc(SCc2ccc(F)cc2)c2ccccc21)c1c(F)cccc1F	5	0.7	-1	-9	0.8	-15	-21	5	2
O=C(/C=C/c1cccs1)Nc1nc(-c2ccccc2)cs1	-15	-1.0	-7	0	-1.2	-4	-5	-2	9
COc1ccc2c(c1)CC1c3c(cc4c(c3-2)OCO4)CC[N+]1(C)[O-] (stereo not given)	9	.	2	.	.	.	14	.	3
Cc1ccc(C(=O)N/C(=C/c2cccnc2)C(=O)N2CCCCCC2)cc1	-6	-1.4	-1	0	-1.2	-30	8	-5	-3
Cc1ccc(/C=N/NC(=O)c2ccco2)s1	5	-1.8	4	-15	-0.9	-2	14	-2	-2
CCC(=O)Nc1nc(C)c(Oc2ccccc2)c(=O)[nH]1	6	-2.6	3	3	-2.9	0	15	1	2
COc1ccc(CN2CCCCC2C(=O)Nc2ccc(OC)c(OCC(C)C)c2)cc1OC (stereo not given)	-6	-4.7	4	-25	2.5	9	-5	12	-9
NS(=O)(=O)c1ccc(NC(=O)N2c3ccccc3Sc3ccccc32)cc1	1	-1.1	-1	1	1.0	8	-28	-15	-2
CN1CC(C(=O)Nc2ccc(F)c(Cl)c2)CC1=O (stereo not given)	9	0.7	-2	-3	-1.1	-5	1	0	1
CS(=O)(=O)Nc1ccc(C(=O)N2CC(=O)Nc3ccccc32)cc1	-1	-1.7	7	6	-1.4	-5	4	4	.
COc1ccc(-n2c(=S)[nH]c(=O)c3cccnc32)cc1	-5	0.3	7	11	1.7	-3	8	7	2
CC(C)c1nnc(SCC(=O)NC2CCCCC2)n1C	-13	-1.7	5	-1	-1.3	-7	-7	-2	-1
Cn1cnc([N+](=O)[O-])c1Oc1ccc2ccccc2c1	-7	-2.4	4	3	-3.0	-6	10	1	2
Cc1nc2c(Cl)cccc2c2c1CC(CBr)O2 (stereo not given)	-8	-1.8	-1	-18	1.7	-9	14	-13	4
COc1cc(C(=O)OCCNC(=O)c2ccccc2)cc(OC)c1OC	-8	-2.3	3	3	-2.5	-23	16	-2	2
COC(=O)N/N=C(\C)c1cccs1	-5	-2.5	3	1	-3.0	-4	22	-2	0
Cc1csc(NC(=O)c2cc([N+](=O)[O-])cc([N+](=O)[O-])c2)n1	-14	-0.7	4	16	-2.0	5	9	-1	-2
O=c1c(-c2ccccc2Cl)c[nH]n1-c1ccccc1	-4	-3.6	5	3	-3.3	-13	-17	3	2
C[C@@H]1C[C@@H]2O[C@H]2/C=C\C=C\C(=O)Cc2c(Cl)c(O)cc(O)c2C(=O)O1	-14	-2.6	7	7	-2.5	-4	10	8	-6

(listing goes on)
SMILES	pCIP destab	IMP-1 inhibitor	IDE act	NS3 helicase inh	VIM-2 inhibitor	DNA FID counter	SUMO HTRF inh	PfM18AAP inh	IDE inh
CCCn1c(SCC(N)=O)nc2c(c1=O)C1(CCCC1)Cc1ccccc1-2	7	-2.8	-4	-2	-3.3	-16	1	-2	5
Cc1ccc(NC2=C(Cl)C(=O)OC2NC(=O)c2ccccc2)cc1 (stereo not given)	-11	-2.3	-4	-1	-3.8	-2	6	2	-4
O=C(NCC1CCN(C(=O)c2cccc([N+](=O)[O-])c2)CC1)c1cccc([N+](=O)[O-])c1	0	-2.0	5	-1	-1.5	-11	-11	-1	-2
CCN1C(=O)c2ccccc2S(=O)(=O)c2ccc(C(=O)NCCOC)cc21	8	-1.6	1	4	0.0	-3	-9	-1	-2
O=c1c2ccccc2oc2nc(-c3ccco3)n(-c3ccccc3)c(=O)c12	-5	-1.4	7	10	-3.0	-3	5	5	2
C/C(Cc1ccccc1)=N\NC(=O)CNC(=O)c1cccc(Cl)c1	-15	1.1	1	5	2.7	-7	2	0	5
Cc1ccc2nc(SCC(=O)NCc3ccc(F)cc3)[nH]c2c1	3	-4.3	-1	12	-3.3	-12	3	0	8
CCC(CC)NC(=O)COC(=O)c1ccc(NS(=O)(=O)c2ccc3c(c2)OCCO3)cc1	-15	-2.0	-3	-2	0.7	-15	18	-10	2
CCCC(C)C(=O)Nc1ccc2c(c1)OCCO2 (stereo not given)	-3	0.4	-2	0	-1.7	-3	-2	2	0
O=C(O)c1ccc(-n2nc(C(F)(F)F)c3c2CCCC3)cc1	-4&4	-3.5&-1.5	4&3	15&-1	-2.7&-1.1	-28&-22	2&-3	-8&-16	0&8
Cc1ccc(S(=O)(=O)N(C)CC(=O)NC2CC(C)(C)NC(C)(C)C2)cc1	-3	-2.5	5	2	-2.3	1	7	4	-2
COc1ccc(OCC(=O)Nn2c(-c3ccc(C)cc3)nc3ccccc3c2=O)cc1	-12	-2.3	1	1	-2.9	-16	21	5	0
Fc1ccccc1-c1nc(-c2ccc(Cl)cc2)no1	.	-4.2	-2	-6	-2.6	6	.	-10	1
Nc1nonc1-n1nnc(C(=O)N/N=C/c2ccc(OCc3cccc(Cl)c3)cc2)c1CN1CCCCC1	-5	-3.4	7	-9	-1.4	-7	-4	0	1
O=C1CN(S(=O)(=O)c2ccc(Cl)cc2)c2ccccc2N1	15	-1.8	2	2	-2.3	-4	11	1	-3
CCNc1ccc(S(=O)(=O)N(C)C)cc1NCC(=O)Nc1ccc(Br)cc1F	-26	-2.5	-3	-16	-3.0	-14	1	9	7
C=COCCNC(=S)N1CCOCCOCCN(C(=S)NCCOC=C)CCOCC1	14	-0.7	5	-6	1.6	-29	-9	-2	1
CC(O)CNc1ncnc2cc(-c3ccc(F)cc3)sc12 (stereo not given)	-4	-1.5	-4	1	-1.6	-19	12	5	4
CCOC(=O)CNC(=O)N1CCCC(C(=O)c2ccc3c(c2)OCO3)C1 (stereo not given)	8	-2.7	3	-3	-1.2	-4	10	-11	-3
O=C1CN(C(=O)c2ccc(F)c(S(=O)(=O)N3CCOCC3)c2)c2ccccc2N1	24	-3.4	0	13	-1.5	-3	2	2	0
CC(=O)c1cccc(-n2nnnc2SCC(=O)N2CCCC2)c1	-12	-1.8	5	2	0.8	1	3	0	3
COc1cc(C(N)=O)cc(Br)c1OCc1ccccc1	14	-1.3	4	-8	-0.3	-2	11	5	3
c1ccc(Cn2ncc3c(Nc4ccccc4)ncnc32)cc1	8	-1.6	2	-2	-2.7	-12	3	2	1
COc1ccc(/C=C/C(=O)N2CCN(S(=O)(=O)c3ccccc3)CC2)cc1OC	-9	-0.3	-1	2	-5.2	-22	16	-1	6
Cn1c(C(=O)N[C@@H](Cc2ccccc2)C(=O)O)cc2cc(F)ccc21	3	-1.7	1	14	-0.9	-20	4	-11	3

Next part
SMILES	pCIP destab	IMP-1 inhibitor	IDE act	NS3 helicase inh	VIM-2 inhibitor	DNA FID counter	SUMO HTRF inh	PfM18AAP inh	IDE inh
CCc1cc(=O)oc2cc(C)cc(OCC(=O)NCCN3CCOCC3)c12	-1	-0.2	1	3	3.8	-11	20	3	-7
O=C(OCc1cccc([N+](=O)[O-])c1)c1ccc2ccccc2n1	4	-3.6	1	-6	-1.7	-10	7	4	4
O=C(NCc1cccnc1)c1cc(Sc2cccc(Cl)c2)nc2ccccc12	1	-1.5	-2	-13	-1.2	-10	-2	-8	7
CCN(CC)S(=O)(=O)c1ccc(NC(=O)CC(NC(C)=O)c2ccccc2)cc1 (stereo not given)	-2	-3.3	-1	1	-0.1	-18	15	-5	5
O=C(c1ccccc1NS(=O)(=O)c1cccs1)N1CCOCC1	-8	-2.5	3	8	-1.1	-3	0	1	5
Cc1c(OCc2ccc(C(=O)O)o2)ccc2c3c(c(=O)oc12)CCC3	-8	-0.5	4	10	6.2	-27	22	-11	2
CC1(C)CC(=O)c2c(O)cc(OCc3ccc([N+](=O)[O-])cc3)cc2O1	-1	-1.9	5	0	0.6	0	6	0	-2
COc1ccc(-n2ccnc2SCC(=O)NCc2ccccc2)c(OC)c1	-4	-1.5	2	4	-2.2	-18	-3	1	-5
COc1ccc(CCNC(=O)C2CCN(C(=O)c3ccc(Br)cc3)CC2)cc1	-4	-4.8	1	8	-1.8	-41	7	3	4
COc1ccc(C(=O)N2CCN(S(=O)(=O)c3ccc(C)cc3C)CC2)cc1OC	-1	-2.6	5	-5	-1.5	-28	11	9	3
O=C1OC(N2C(=O)CC[C@H]2C(=O)Nc2cccc(F)c2)c2ccccc21 (stereo not given in full)	-1	-1.2	1	-2	-1.1	-8	2	-4	6
CS(=O)(=O)c1ccc2nc(NC3(C(F)(F)F)N=C4SCCN4C3=O)sc2c1 (stereo not given)	-3	-7.3	2	5	-1.6	-4	23	-11	-2
CCOc1ccc(CNC(=O)CCc2cn(C)c3ccccc23)cc1OC	-3	-2.2	-2	-12	0.6	-20	4	-6	-2
COC(=O)c1[nH]c(C)c(/C(O)=C2\C(=O)C(=O)N(CCN3CCOCC3)C2c2ccco2)c1C (stereo not given)	-15	-1.5	0	4	-1.1	-9	4	8	3
Cn1c(NCCCN2CCOCC2)nc2c1c(=O)n(Cc1ccc(Cl)cc1)c(=O)n2C	-2	0.9	2	-11	4.2	8	-4	-2	-6
CN(C)S(=O)(=O)c1ccc(Cl)c(NC(=O)CSc2nc3ccccc3c(=O)n2CCCN2CCOCC2)c1	-10	-0.1	-5	-29	0.7	10	8	4	11
CC(C)(C)C(=O)Nc1ccc(-c2cc3cc(Cl)ccc3o2)cc1	-2	-3.3	1	2	-2.8	0	16	2	-3
COc1ccc(NC(=O)c2ccc(NC(=O)CSc3nccc(=O)[nH]3)cc2)cc1	-2	-1.9	2	-1	-2.8	0	23	-7	4
COc1cccc(CN2CCCC(CNC(=O)c3ccc(F)cc3)C2)c1OC (stereo not given)	-2	-2.8	0	5	-3.6	7	8	1	6
CC(C)=CCC/C(C)=C/CC/C(C)=C/CC/C(C)=C/CC1=C(C)C(=O)c2ccccc2C1=O	-5	.	3	.	.	.	-8	.	2

Screens from PubChem.
